Screening data deposited in PubChem BioAssay by National Center for Advancing Translational Sciences (NCATS).
TCR activator – activators of T cell receptors; primary human leukocytes, anti-CD3, IL-2 HTRF, 48 h; Potency, µM (doses to about 9.22 µM), for inactives: at the top dose activation of IL-2 secretion, actives largely listed as activators; 330,000 tested, under 10 active; AID 504894; note: % of control where 0% means no effect
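IL-2 produced over 48 hr by a-CD3 bead-stimulated primary human leukocytes exposed to compounds was detected with a homogeneous time-resolved FRET immunoassay, 665nm acceptor signal after 320nm excitation.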
FBPA coupling cs – inhibits coupling enzyme system, counter-screen for aldolase hits; coupling enzyme system counterscreen, AmpLite Red fluorescence; activity change, negative = inhibition, % at 58.2 µM, hits read low; 290,000 tested, 0.67% active; in the data active = activity change below about -30%; note: % is set by controls: 0 for no effect and ±100 for the full control effect
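First, compound is pin-transferred into glyceraldehyde-3-phosphate coupling-enzyme reagent at 57.5 uM final and held 10 min at RT. Next, substrate, coupling system and AmpLite Red are added. After 20 min RT, fluorescence (525/598 nm) is read.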
GALK inhibitor – inhibitors of human galactokinase; AID 1868; Purified GALK, Kinase-Glo residual ATP luminescence; Potency, µM (top dose mostly 57.5 µM), for inactives: at the highest dose activity change, negative = inhibition, actives largely listed as inhibitors; 270,000 tested, 0.007% active; note: potency is the fitted concentration of half-maximal effect; % is set by controls: 0 for no effect and ±100 for the full control effect
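Human GALK (5 nM) with 35 uM ATP and 100 uM galactose in 20 mM HEPES pH 8.0, 5 mM MgCl2, 60 mM NaCl, 1 mM DTT, 0.01% BSA. After 1 h at room temperature, leftover ATP was read by Kinase-Glo Plus luminescence.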
Tb PFK block – blocks T. brucei phosphofructokinase | AID 485367 | 330,000 tested, 0.17% active | T. brucei PFK, ADP-Glo luminescence | Potency, µM (highest dose often 57.5 µM), inactives show top-dose activity, negative = inhibition, actives largely listed as inhibitors;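 note: potency is the fitted concentration of half-maximal effect; 0% = uninhibited 1x PFK enzyme wells and -100% = no-enzyme wells; nearly all actives have a fitted effect of over 60% in size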
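ADP-Glo luminescence quantified ADP after 45 min at room temperature, with 1.25 nM T. brucei PFK, 0.1 mM ATP and 0.5 mM fructose-6-phosphate in pH 8.0 TEA buffer. qHTS titrations up to 57 µM; curves classified by quality.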
A-T KAP1 phos – candidate therapy for ataxia-telangiectasia; AID 485349; 320,000 tested, 0.19% active; Potency, µM (titrated, usually from 57.5 µM), for inactives: at the top dose activation, actives largely listed as activators; […] A-T fibroblasts, KAP-1 phosphorylation AlphaLISA; neocarzinostatin DNA damage 30 min before lysis; note: potency is the fitted concentration of half-maximal effect; % of control where 0% means no effect; nearly all actives have a fitted effect of over 45% in size
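ATM-like activity read as KAP-1 phosphorylation via AlphaLISA donor/acceptor antibody pairs after lysis and 6 hr at 25C. Cells were ATM-null patient fibroblasts ([…], hTERT), dosed 60 min, then exposed to the DSB inducer NCS for 30 min.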
TSHR antagonist – antagonists of human thyroid stimulating hormone receptor | P16473 | TSHR-expressing cells, TSH-stimulated cAMP HTRF, 2 h; active compounds read low | activity change, negative = inhibition, % at 11.5 µM | 330,000 tested, 0.2% active;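 active = activity change below a set negative limit, meaning inhibition stronger than a set level, cut at about -70% in these data; inconclusive = activity change between two set negative limits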; note: % is set by controls: 0 for no effect and ±100 for the full control effect
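Competitive HTRF cAMP read-out (cryptate anti-cAMP antibody, cAMP-d2; 30 min, room temperature) in freshly harvested TSHR cells. Compounds added before TSH at EC80 (4nM final), followed by 2 hours' incubation at 37 deg C.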
BCR signal inh – inhibitors of chronic active B-cell receptor signaling; ABC-DLBCL IkBa-CBG/CBR reporter, luminescence ratio, 4 h; Potency, µM (titrated, usually from 46.1 µM), inactives show at the top dose ratio change, negative = lower green/red ratio, actives largely listed as inhibitors; 340,000 tested, 0.05% active; AID 493014; active = well fitted inhibition curve with a large enough effect in the signal ratio, with a control signal flat, not every such curve was filed as active; inconclusive = small, poorly fitted or top-dose-only effect, or effect the other way, or a change in a side signal; the % refers to the signal ratio;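 note: potency is the fitted concentration of half-maximal effect; plate controls were basal doxycycline-induced cells for no effect and cells given 10 µM MG132 for full effect; MG132 reads +100%, hits lower the ratio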
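Doxycycline induced both beetle luciferases in TMD8 lymphoma cells; IKK-driven degradation limits the IkappaBalpha-fused green signal, while red luminescence normalises for cell number and nonspecific effects. Compounds tested up to 46 uM, 4 hrs.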
hERG WT inh – blocks the wildtype human KCNH2 potassium channel; activity change, % at 1.84 µM; U2OS, BacMam KCNH2, thallium flux FluxOr; active compounds read low; AID 720551; 340,000 tested, 0.37% active;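 active = maximum activity change below -70%; inconclusive = maximum activity change between -70% and -50%; inactive = maximum activity change above -50%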; note: % is set by controls: 0 for no effect and ±100 for the full control effect
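U2OS cells transduced with wild-type KCNH2 virus are loaded with FluxOr dye for 45 min, and thallium flux is measured in kinetic reads before and after stimulation buffer. Rate constants are normalized to DMSO controls.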
Giardia kill – Giardia lamblia killing | Giardia lamblia trophozoite viability | activity change, % at 7.66 µM, hits read low | 340,000 tested, 0.15% active | AID 540267; in the data active = activity change below about -80%; inconclusive = between about -30% and that limit;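 note: parasites exposed to compound for two days anaerobically before the ATP read; % is set by controls: 0 for no effect and ±100 for the full control effect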
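Giardia trophozoites, 100 cells per well, were exposed to compounds for 48 hrs at 37 deg C under anaerobic conditions; viability was then read as ATP content by bioluminescence after 15-30 min at room temperature.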
MLL CXXC-DNA inh – blocks binding of human MLL CXXC domain to DNA | MLL-CXXC / FITC-HOXA9 DNA fluorescence polarization | Potency, µM (doses to about 115 µM), without a hit: at the highest dose activity change, negative = inhibition, usual class: inhibitors | 290,000 tested, 0.037% active | Q03164 | AID 2662; active = well fitted inhibition curve with a large enough effect in the polarisation, with a control signal flat, not every such curve was filed as active; inconclusive = small, poorly fitted or top-dose-only effect, or effect the other way, or a change in a side signal; inactive = no such curve, though single readings can be large or run the other way; the % refers to the polarisation; note: potency is the fitted concentration of half-maximal effect
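Steps: dispense CXXC domain solution (7 uM) → pin compounds or unlabeled HOX-A9 DNA control → 5 min ambient → add FLSN-HOX-A9 solution (50 nM) → spin → 30 min ambient → fluorescence polarization. Tris pH 7.5/NaCl/DTT/BSA buffer.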
* hit, by the source's call; ? = inconclusive; . = no result given; [ ] = remark or other dose. Unless noted, calls come from the whole dose curve; as a rule, active = well fitted curve in the direction sought with a large enough effect; inconclusive = small, poorly fitted or top-dose-only effect, or another doubt; inactive = no such curve, though single readings can be large; an effect the other way counts as inactive or inconclusive.

SMILES	TCR activator	FBPA coupling cs	GALK inhibitor	Tb PFK block	A-T KAP1 phos	TSHR antagonist	BCR signal inh	hERG WT inh	Giardia kill	MLL CXXC-DNA inh
O=C(CCNC(=O)c1ccc(Cl)cc1)Nc1ncccc1O	-1%	.	1%	0%	8%	-10	?	4	4	16%
O=C(c1ccccc1)N1N=C(c2ccccc2)CC1(O)C(F)(F)F (stereo not given)	-12%	1	2%	0%	-7%	11	?	-6	-2	-3%
CCOC(=O)N1CCC(NC(=O)CSCc2nc(-c3sccc3C)oc2C)CC1	10%	4	2%	3%	-3%	4	?	2	-3	-2%
NC(=O)c1nsc(C(=O)N(Cc2cccnc2)C(C(=O)NCc2ccccc2)c2ccc(O)cc2)c1N (stereo not given)	-2%	4	13%	2%	1%	-4	1%	-11	-19	-5%
CCC(CC)C(=O)Nc1cccc(C(=O)Nc2ccc(S(N)(=O)=O)cc2)c1	0%	0	-1%	5%	-2%	-11	-4%	-2	26	-3%
O=C(CCNC(=O)c1ccccc1Cl)NCCCSc1ccccc1	.	.	.	1%	2%	-3	1%	-18	7	.
O=C(Cc1cccc2ccccc12)Nc1cc(C(=O)O)cc(C(=O)O)c1	.	7	7%	8.5µM*	2%	6	-1%	-6	0	-3%
Cc1ccc(C(=O)N2CCN(c3ccc(C(F)(F)F)cn3)CC2)c(C)c1	-4%	-3	-1%	0%	2%	-29	?	-1	4	-6%
C=CCNc1nc2ccccc2nc1NS(=O)(=O)c1ccc(Br)cc1	5%	9	-1%	1%	-3%	5	1%	-5	-1	6%
Cc1cc(C)nc(N/N=C/c2ccccc2OCC(=O)O)n1	1%	2	-3%	-4%	-7%	1	?	1	4	-23%
COc1ccc2[nH]c(=O)c(CN(Cc3cccnc3)C(=O)Nc3ccccc3)cc2c1	-4%	6	-1%	1%	-1%	-5	?	5	-12	-3%
CCN(CC)CCC(C)OC(c1ccccc1)c1ccccc1 (stereo not given)	17%	2	-1%	-6%	1%	-3	0%	51	-1	4%
COc1cc(C(=O)OCCC(C)C)cc(OC)c1O	1%	-16	0%	24%	8%	-31	?	-2	-12	53%[activator]
CC(C)n1nnc(-c2ccc(OCc3ccccc3F)cc2)n1	-4%	3	4%	-1%	27%	-1	4%	2	13	3%
CN(C)c1ccc(/C=N/NC(=O)c2ccccc2O)o1	-2%	-7	0%	0%	-6%	11	?	4	-1	?
O=C(NN=C1c2ccccc2-c2ccccc21)c1ccccn1	.	-1	-2%	-3%	3%	0	8%	32	-5	2%
CCOC(=O)c1snc2c(=O)[nH]cnc12	0%	-1	-1%	0%	2%	-8	-1%	1	13	-5%
O=S1(=O)CC(O)C(NCCO)C1 (stereo not given)	2%	4	-1%	-9%	-2%	-2	2%	11	11	2%
Cc1cc(C)nc(Nc2ccc(N3CCCC3)cc2)n1	3%	-6	-3%	-3%	-10%	-4	4%	-2	-4	14%
Cc1ccc(S(=O)(=O)N2CCCCC2)cc1NC(=O)COC(=O)C1=COCCO1	0%	3	-3%	2%	0%	4	1%	3	16	22%
COc1cc(CNCc2ccccc2)cc(Cl)c1OC	5%	1	7%	-2%	1%	-3	4%	4	10	-11%
O=C(COC(=O)c1ccc(O)cc1O)NC1CC1	-1%	.	.	-3%	-21%	26	-1%	-2	11	.
N=c1nc(SCCC(=O)O)ss1	0%	1	-4%	2%	1%	-8	-29%	-16	-8	8%
O=C1C2CCCN2C(c2ccc(F)cc2)N1c1cccc(Cl)c1 (stereo not given)	-7%	4	3%	-7%	-1%	-4	5%	0	5	-6%
O=[N+]([O-])c1ccc(OCCCOc2cccc3cccnc23)cc1	-1%	-1	-1%	-1%	15%	-4	?	-19	4	-11%
CCN1CCN(CCC(=O)Nc2ccc(F)c(F)c2)CC1	3%	-3	.	-6%	-8%	5	-2%	10	-4	1%
O=C1CC(Nc2ccccc2)C(=O)N1CCc1ccccc1 (stereo not given)	3%	0	-3%	-4%	3%	-16	23%	-2	14	2%
CCOC(=O)c1ccc2[nH]c3c(c2c1)CCCC3	-1%	-2	-4%	7%	3%	30	?	2	2	5%
CCOCCCNC(=O)c1ccc(NC(C)=O)cc1	7%	1	-2%	-1%	18%	8	-1%	-3	5	-14%
Cc1cccc(N=C2NC(=O)c3cc([N+](=O)[O-])ccc32)c1	-8%	0	1%	-4%	0%	4	21%	3	14	-4%
CN1CC(=O)NC1=NC(=O)C12CC3CC(CC(C3)C1)C2	3%	1	-1%	-2%	1%	2	1%	-17	-15	4%
C=CCN(CC=C)C(=O)CN1C(=O)NC(c2ccccc2)(c2ccccc2)C1=O	-1%	-1	5%	-1%	1%	0	-1%	8	9	6%
COCCCn1c(SCC(=O)NC2CCCC2)nnc1-c1ccco1	-2%	0	0%	-2%	2%	4	?	6	-10	-2%
Cc1ccc(-n2nnc3c(=O)n(CC(=O)NCC4CCCO4)cnc32)cc1 (stereo not given)	.	2	2%	1%	0%	8	-1%	-17	-2	-4%
COc1ccc(N(CC(O)Cn2cnc3ccccc32)S(=O)(=O)c2ccc(C)cc2)cc1 (stereo not given)	-1%[46.1 µM]	0	.	-2%	-5%	4	-1%	-1	-1	-8%
Cc1nc2ccc(Cl)cc2c(-c2ccccc2F)c1CC(=O)O	-12%[46.1 µM]	10	-5%	3%	.	0	-10%	-1	-14	-5%
C[C@H](CO)N1C[C@H](C)[C@@H](CN(C)Cc2ccncc2)Oc2c(cccc2N(C)C)C1=O	-8%	.	.	1%	3%	-5	?	7	14	.
O=C(NCc1ccc(Cl)cc1)C1CCCN1C(=O)Nc1ccc(F)cc1 (stereo not given)	-4%	-1	-3%	-5%	1%	4	-1%	19	-3	-1%
COc1ccc(S(=O)(=O)/N=C2/NC(=O)/C(=C/c3ccco3)S2)cc1	8%[46.1 µM]	21	-4%	4%	.	-14	7%	.	-1	3%
CCOC(=O)[C@@H]1[C@H]2COc3cc(OC)ccc3[C@@H]2N2C(=O)N(c3ccc(C(F)(F)F)cc3)C(=O)[C@]12C	8%	-2	.	1%	0%	7	4%	-3	-17	7%
CCCCN(C)C(=O)c1nc2ccccn2c1CN1CCN(c2ccccn2)CC1	-1%	0	6%	-5%	1%	3	5%	-8	4	1%
COCCN1C(=O)N[C@@H](c2ccccc2)[C@@H](C(=O)OC)[C@H]1C	-3%	-1	.	.	.	.	.	7	7	.
Cc1ccc(-n2nnnc2SCC(=O)c2cc(C)n(-c3cc(C)on3)c2C)cc1	-3%	5	3%	2%	2%	-12	0%	0	-7	-1%
C/C(=N\Nc1ccc([N+](=O)[O-])cc1[N+](=O)[O-])c1cc2c(ccc3ccccc32)oc1=O	.	-1	1%	0%	-5%	9	0%	.	.	3%
NC(=O)CSc1nnc(-c2ccc(S(=O)(=O)N3CCOCC3)cc2)n1CC1CCCO1 (stereo not given)	6%	0	-2%	-3%	0%	-4	3%	-10	-8	-5%
O=C(CSc1nnc(NC(=O)C2CCC2)s1)NC1CC1	13%	0	-2%	1%	3%	4	4%	2	7	-4%
Cc1ccc(C(=O)N/N=C/c2ccc(-c3ccccc3[N+](=O)[O-])o2)cn1	-1%[46.1 µM]	-61*	-2%	0%	22%	37	0%	1	12	1%
Cc1csc(SCC(=O)NCc2ccccc2Cl)n1	14%	1	-1%	-2%	2%	13	-14%	8	14	-3%
Cc1cc([N+](=O)[O-])nn1CCCC(=O)Nc1cc(Oc2ccccc2)cc([N+](=O)[O-])c1	6%[46.1 µM]	-1	-2%	-19%	-18%	-3	?	6	15	5%
COc1ccc(N2CCN(C(=O)Cc3cccs3)CC2)cc1	1%	0	-2%	0%	-2%	3	?	-4	5	-2%
COc1ccccc1CN1CC(C(=O)NCCc2cn[nH]c2)CCC1=O (stereo not given)	-1%	-3	-7%	1%	13%	-30	-1%	3	-16	-2%
Cc1ccc(NC(=O)CCc2c(C)nn(-c3ccc(N4CCOCC4)nn3)c2C)c(C)c1	10%	0	0%	0%	4%	4	-6%	3	2	0%
COc1ccccc1C(=O)N/C(=C\c1ccccc1)C(=O)NC(C)C(=O)O (stereo not given)	1%	-2	-5%	-1%	28%	4	3%	-11	-3	3%
CN(C)c1oc(-c2ccccc2)nc1C#N	-5%	6	0%	-4%	1%	5	-4%	-3	-1	-15%
